Source: PubChem
Pf apPOL block = Pf-apPOL DNA polymerase inhibition. inhibition, % at 10 µM. Recombinant Pf-apPOL, molecular beacon fluorescence, 1.5 h. AID 1794808. 210,000 compounds, 0.25% hits
mHTT CaM bind = inhibitors of human mutant huntingtin-calmodulin interaction | P42858 | AlphaScreen His-mHTT/GST-CaM binding, luminescence | inhibition, % at 15 µM | 190,000 compounds, 3.6% hits;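 also: 0% = both proteins with DMSO and 100% = one protein alone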
Starred values were filed as active, the others as inactive; / = not tested or not shown; & = joins results of further samples. Rule as the data show it: active = inhibition above about 50%; inactive = the rest.

SMILES	Pf apPOL block	mHTT CaM bind
CCCNC(=O)C1CC(c2ccc(OC)cc2)=NO1 (configuration not stated)	-8	-8
O=C(NC1CCN(Cc2ccccc2)CC1)C1CC(=O)N(c2ccc(F)cc2)C1 (configuration not stated)	1	4
Cc1ccc(NC(=O)Cn2c(C)nc3c(c2=O)CCN(Cc2ccccc2)C3)c(C)c1	-2	16
O=C(O)c1ccccc1NC(=O)c1[nH]ncc1[N+](=O)[O-]	-2	12
CN(C)CCN(C)Cc1cccc(F)c1	-3	-4
Cn1c2c(c(=O)n(C)c1=O)C(c1ccc(O)c(O)c1)C1=C(N2)c2ccccc2C1=O (configuration not stated)	5	14
Cc1ccccc1-n1nc2c(c1NC(=O)C1CCCC1)CS(=O)C2 (configuration not stated)	-2	-1
CC(C)C(=O)NCCc1csc(C2CCCN(C(=O)Cc3ccc(F)cc3)C2)n1 (configuration not stated)	4	16
c1c2c(cc3c1OCO3)OCN(CC13CC4CC(CC(C4)C1)C3)C2	2	1
Cc1cc(C)c(I)c(C)c1	-7	/
Cc1nc(N)sc1-c1csc(Nc2cccc(O)c2)n1	1	51*
Cc1ccc(C)c(NCN2C(=O)CSC2=O)c1	3	4
CCN(Cc1ccccc1)Cc1ccc(NC(C)=O)cc1	0	-4
COc1cccc(C2=N/C(=C/c3cc(OC)ccc3OC)C(=O)O2)c1	-1	10
CCOc1ccc(NC(=O)c2cccnc2Cl)c([N+](=O)[O-])c1	5	8
COc1ccc(NC(=O)CSc2c(C)[nH]c3ccccc23)c(OC)c1	-2	6
CC(CCc1ccccc1)NC(=O)c1ccc([N+](=O)[O-])cc1 (configuration not stated)	-11	6
OC1CCN(Cc2ccc(Cl)cc2)CC1	-6	-10
Clc1cccc(CN2CCSCC2)c1Cl	-1	-12
CCOc1ccc(CC(=O)N2CC(C)C(c3nc(-c4cccnc4)no3)C2)cc1 (configuration not stated)	-6	10

Ordered by length of the SMILES (smallest number first): part of the list above.
SMILES	Pf apPOL block	mHTT CaM bind
CN(C)CCN(C)Cc1cccc(F)c1	-3	-4
Cc1ccccc1-n1nc2c(c1NC(=O)C1CCCC1)CS(=O)C2 (configuration not stated)	-2	-1
CCOc1ccc(NC(=O)c2cccnc2Cl)c([N+](=O)[O-])c1	5	8

Next section:
SMILES	Pf apPOL block	mHTT CaM bind
Cc1cccc(C)c1OCC(=O)Nc1ccc2c(c1)C(=O)NC2=O	-6	-3
CCOc1ccccc1N(CC(=O)O)S(=O)(=O)c1ccc(C)cc1	-10	-4
COC[C@@H]1CCCN1c1cccc2c1S(=O)(=O)N1CC[C@@H](C1)O2	0	-14
Brc1ccc(-c2noc(C3CCCCC3)n2)o1	/	-57
O=C(c1cccc(OCC2CCCN(C(=O)c3cccc(F)c3)C2)c1)N1CCCC1 (configuration not stated)	-4	-2
CCOc1ccc(-c2ccc(=O)n(CCNC(=O)c3ccc(N(C)C)cc3)n2)cc1	-10	27
CCCc1noc(-c2cccnc2N2CCCN(C(=O)c3cc(F)cc(F)c3)CC2)n1	-3	-8
Nc1c(C(=O)NCc2ccccc2Cl)nnn1-c1ccc(OC(F)(F)F)cc1	-8	-6
Cc1ccc(NC(=O)NC2CCN(C(=O)C3CC3)C2)cc1 (configuration not stated)	-3	-2
C=CCn1c(SCC(=O)NCc2ccco2)nc2sc3c(c2c1=O)CCC3	1	2
CC(C)(C)C1CCc2onc(C(=O)N3CCCC3)c2C1 (configuration not stated)	-4	-13
CCOC(=O)c1ccccc1NC(=O)CSc1nc(=O)n2ccc(C)cc2n1	1	31
CCC[C@H]1[C@@H](NC(=O)Nc2ccc3c(c2)OCO3)CC[C@@]23CCCN2C(=O)CCC[C@@H]13	-2	-6
CC1CN(C(=O)c2ccc([N+](=O)[O-])cc2)CC(C)O1 (configuration not stated)	3	2
COc1ccc(Nc2cc(C)nc(NCCNC(=O)c3snnc3C)n2)cc1	-5	-2
O=C(c1ccccc1-c1nc2ccccc2[nH]1)N1CCOCC1	1	1
COc1ccc(NC(=O)CCc2csc(NC(=O)c3ccco3)n2)cc1Cl	-5	-1
CCOc1cccc(CN2CCc3nc(Nc4ccc(OC)cc4OC)ncc3C2)c1	-4	6
NS(=O)(=O)c1ccc(CCNC(=O)c2csc(-n3cccc3)n2)cc1	-8	-7
CCC(CC)C(=O)N1CCc2nc(CNC(=O)C3CCC3)n(C)c2C1	-2	-1
Cc1ccc(CNC(=O)C2CCN(c3cncnc3N3CCCC3)CC2)o1	-1	9
Cc1ccc(CNC(=O)Cn2cccc2-c2nnc(C)o2)cc1	-5	-4
CC(=O)OCC1=C(C(=O)O)N2C(=O)C(NC(=O)C(C)n3cc([N+](=O)[O-])cn3)C2SC1 (configuration not stated)	/	15
Cc1ccccc1CNC(=O)c1c(C)oc2ccn(C)c(=O)c12	5	14
COc1cn(CC(=O)NC2CCCCC2)c(CN2CCN(C(C)=O)CC2)cc1=O	-2	-1
Cc1c(C)c(C)c(CC2CCC(=CC=Cc3ccccc3)C2=O)c(C)c1C (configuration not stated)	-4	/
O=C(Nc1ccc(Cl)c2ncsc12)c1ccc([N+](=O)[O-])cc1	-5	-6
Cc1cc(NS(=O)(=O)c2cccc([N+](=O)[O-])c2)c(C)c(Cl)c1O	-4	6
COc1ccccc1N(CC(=O)Nc1ccccc1Cl)S(C)(=O)=O	0	2
Cc1ccc(C)c(N2CCN(C(=O)c3cc4ccncc4n3C)CC2)c1	-3	48
Cc1nc2nc(SCC(=O)NCC3CCCO3)nn2c(C)c1Cc1ccccc1 (configuration not stated)	-7	7
CCCOc1ccc(/C=c2\sc3nc(=O)c(C)nn3c2=O)cc1	-1	2
O=c1[nH]cnc2c1sc(=S)n2-c1ccccc1	/	2
O=C(NCc1ccccn1)c1cccc(C(=O)NCc2ccccn2)c1	-3	-2
COc1ccc(CCNC(=O)C(=O)NCCC2=CCCCC2)cc1	-6	-2
COc1ccc(C(=O)N2CCC(n3c(=O)oc4c(C)cc(C)cc43)CC2)cc1	-4	-2
Cc1ccc(CN(c2ccc(C(=O)NCC3CCCO3)cc2)S(C)(=O)=O)cc1 (configuration not stated)	-3	1
COc1ccccc1N1CCN2c3ccccc3CC(C(=O)NC(C)C)C2C1 (configuration not stated)	-4	29
CC(=O)Nc1ccc(Br)cc1C(=O)C(=O)Nc1cccc(C(=O)NC2CC2)c1	-4	-9
O=C(NCCN1CCOCC1)C(=O)Nc1ccc(F)c(Cl)c1	-4	-14
COc1ccc(C(=O)N2CC3CC(NC(=O)c4cccnc4)C2C3)c(C)c1 (configuration not stated)	-4	-2
O=C(CCS(=O)(=O)c1ccccc1)N1CCc2ccccc2C1	2	-6
COCC(C)(O)CNC(=O)Nc1ccc(C(C)(C)C)cc1 (configuration not stated)	-6	-20
Cc1ccc(S(=O)(=O)N2CCC(n3cnc4ccccc4c3=O)CC2)cc1C	1	-7
O=C(CCSc1ccc(Cl)cc1)Nc1ccccc1Cl	-6	-20
CC(C)CN1CCC(=O)N(CCO)CC1	-2&-6	-9&-3
Cc1ccc(C)c(NC(=O)c2cccnc2-c2cccs2)c1	-2	-3
Cc1ccc(Cl)cc1NC(=O)CCc1ccc2nc[nH]c2c1	-3	1
O=C(Nc1ccccc1)C1CCCN(c2cnc3nccnc3c2)C1 (configuration not stated)	0	-6
Nn1cnc2scc(-c3ccc(Cl)cc3)c2c1=O	-12	0
CC(C)C1c2cccn2CCN1C(=O)Nc1ccccc1Cl (configuration not stated)	2	3
COc1ccc(C(=O)N2CCC(c3nc(C(=O)N4CCOCC4)c(C)o3)CC2)c(C)c1	2	10
COc1c(S(=O)(=O)NCCCN2CCOCC2)ccc(Cl)c1Cl	-14	-1
Cc1cc(C)c2oc(-c3ccc4c(c3)OCO4)nc2c1	-1	-11
CCCC1(C)N=C(c2ccc(Cl)cc2)CC(c2cccc(OC)c2O)N1 (configuration not stated)	-7	88*
CCOc1ccc(CNC(=O)C2CCN(Cc3cn(C)c4ccc(OC)cc34)CC2)cc1	-2	5
CC(=O)Nc1ccc(S(=O)(=O)Nc2ccc(S(=O)(=O)Nc3ccccc3)cc2)cc1	4	4
COc1ccc(-c2nc3c(c(=O)[nH]2)CCN(C(=O)C(C)(C)C)C3)cc1	2	-1
CCC(NS(=O)(=O)c1ccc(OC)cc1)C(=O)N1CCC2(CC1)OCCO2 (configuration not stated)	-4	-8
COc1ccc(-n2c(SCC(=O)N3CCOCC3)nc(O)cc2=O)cc1	-8	4

One compound at a time, from the list above. Order of screens: Pf apPOL block, mHTT CaM bind
`Cc1ccc(C)c(NC(=O)c2cccnc2-c2cccs2)c1` in the list: -2, -3
`CC(C)C1c2cccn2CCN1C(=O)Nc1ccccc1Cl` (configuration not stated) in the list: 2, 3
`Cc1ccc(Cl)cc1NC(=O)CCc1ccc2nc[nH]c2c1` in the list: -3, 1
`Cc1cc(C)c2oc(-c3ccc4c(c3)OCO4)nc2c1` in the list: -1, -11
`Cc1ccc(S(=O)(=O)N2CCC(n3cnc4ccccc4c3=O)CC2)cc1C` in the list: 1, -7

Additional structures
SMILES	Pf apPOL block	mHTT CaM bind
CCOc1ccc(/C=C2\SC(=O)N(CNc3ccc(OC)c(Cl)c3)C2=O)cc1	-5	5
CC(=O)N(C)CC(=O)N1N=C(c2ccc(C)c(C)c2)CC1c1ccc(C)cc1 (configuration not stated)	-2	58*
COc1ccc(C(O)CN2CCN(c3ccccc3C)CC2)cc1OC (configuration not stated)	-3	7
CC(C)CC(C(=O)O)N1C(=O)C2C3CC(C(Br)C3Br)C2C1=O (configuration not stated)	8	3
CCNc1nc2c(Cl)cc(Cl)cc2s1	-2	/
Cc1ccc(NCC(O)Cn2c(C)c(C)c3ccccc32)cc1 (configuration not stated)	0	45
CCc1ccc(NC(=O)Cn2ncnc2Sc2nc3c(c(=O)n(C)c(=O)n3C)n2C)cc1	-3	48
O=C(OCC12CC3CC(CC(C3)C1)C2)c1ccccc1	-1	-35
O=S(=O)(NCCc1ccccn1)c1ccc2c(c1)OCCCO2	-4	/
N#C/C(=C1/CCCN1)c1nnc2n1CCCCC2	/	-3
O=C(Nc1cc2ccccc2s1)NC1Cc2ccccc2C1	-15	/
COc1cccc(CNC(=O)C2(C)CCCN(C(=O)Nc3cccc(C)c3)C2)c1 (configuration not stated)	1	-5
COc1ccccc1NC(=O)C1=C(C)Nc2nc3ccccc3n2C1c1ccccc1F (configuration not stated)	1	12
CC(=O)NC1CCN(C(=O)c2cccc(F)c2)C1 (configuration not stated)	0	1
Cc1c(NC(=O)COc2ccccc2Cl)cccc1-c1nc2ncccc2o1	-12	1
CCc1ccc(NC(=O)C2CCCN(C(=O)c3ccccc3F)C2)cc1 (configuration not stated)	-3	36
CC(CNC(=O)c1cncc(O)c1)NC(=O)c1cncc(O)c1 (configuration not stated)	3	2
CCOc1ccc(NC(=O)COc2ccccc2)c([N+](=O)[O-])c1	-4	23

In the list so far, 3 have a tert-butyl group.
SMILES	Pf apPOL block	mHTT CaM bind
CC(C)(C)C1CCc2onc(C(=O)N3CCCC3)c2C1 (configuration not stated)	-4	-13
COCC(C)(O)CNC(=O)Nc1ccc(C(C)(C)C)cc1 (configuration not stated)	-6	-20
COc1ccc(-c2nc3c(c(=O)[nH]2)CCN(C(=O)C(C)(C)C)C3)cc1	2	-1
